# MT stabilizer = microtubule stabilizers in HeLa cells; HeLa tubulin immunostaining HCS, 24 h; share of cells brighter than vehicle mean+2SD; % tubulin-high responders, % at 10 µM; 200,000 compounds, 0.83% hits;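 active = plate Z-score above 3 for both tubulin-high and condensed-nucleus cell shares, with cell loss under 80%, at 10 µM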;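 note: anti alpha tubulin signal scored within the nucleus-defined area of each cell; some results filed as inactive read as strong as hits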
# Dynein transport = blocks dynein driven cargo transport along microtubules; 3617.4 mouse cells, GR-EGFP nuclear translocation imaging; test concentration mostly 20 µM; stimulated with dexamethasone, 1 µM; stronger effect = lower value; z-score, hits read low; 220,000 compounds, 0.47% hits; AID 1381;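 active = plate z-score of nuclear minus cytoplasmic receptor signal below a set negative limit, without overly bright fluorescence or cell loss, cut at about -3.5 in these data, passing the limit was not always enough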;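 note: z-score of nuclear minus cytoplasmic ring GR-EGFP intensity difference per well; some compounds called inactive have numbers as strong as hits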
#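 Buffer or medium: tet-free, stripped-serum medium; reagent: dexamethasone at 1.0 µM final, 30 min; incubation: 48 h induction, 1 h compound, 30 min dex at 37 °C; measured by: formaldehyde fixation, Hoechst nuclear stain, 10x automated fluorescence imaging; read-out: nuclear-to-cytoplasmic GR-EGFP distribution per well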
# PMI inhibitors = inhibitors of human PMI, primary screen, biochemical, fluorescence intensity, coupled assay (AID 1209); 190,000 compounds, 0.42% hits; one-dose inhibition, % at 20 µM; IC50 in µM for titrated hits; purified PMI enzyme, coupled fluorescence intensity; higher % means a stronger effect; in the data active = inhibition above about 50%;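 note: plate controls were DMSO vehicle for no effect and wells lacking substrate for full effect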
# Lipid droplet = modulators of hepatic lipid droplet formation | AML12 mouse hepatocytes, oleate lipid droplets, BODIPY imaging | inhibition, % at 6.5 µM | 240,000 compounds, 0.4% hits | AID 1656;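 active = lipid droplet intensity inhibited by at least 50%, with more than 500 cells counted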
#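 Test system: AML12 mouse liver cells; schedule: overnight exposure; technique: high-content imaging of BODIPY-stained droplets and DAPI nuclei; read-out: % inhibition of corrected integrated BODIPY droplet signal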
# Myeloid diff 2 = compounds promoting myeloid differentiation; AID 624256; ER-HoxA9 myeloid progenitors, lysozyme-GFP differentiation, flow cytometry; 360,000 compounds, 1% hits; calls only at 10 µM;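 active = normalized GFP-positive differentiation at or above the plate's own cutoff, the solvent-only control mean plus 3 SD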;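 note: cells exposed to compound for four days before flow analysis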
# Insulin prom up = MIN6 insulin promoter up-regulation. AID 1625. z-score at 5 µM. MIN6 insulin promoter-GFP reporter, high-content imaging; stronger effect = higher value. 190,000 compounds, 0.3% hits;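 active = z-score above 3 at 5 µM with at least 500 cells counted in the well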
# T cell HTS = T cell immune modulation candidate; 330,000 compounds, 0.068% hits; calls only at 7 µM; AID 2052; 2C CD8+ T cell-vesicle binding, flow cytometry; stronger effect = lower value;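 active = response, share of CD8 T cells binding vesicles, and their 90th percentile fluorescence all below set limits, cut at about 80% in these data, passing the limit was not always enough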
#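 Benchmarks: naked versus QL9-loaded vesicles / Assay system: purified 2C TCR transgenic mouse naive CD8+ T cells / Technique: high-throughput flow cytometry with anti-B7-1 and anti-CD8 staining / Timing: Cell–vesicle co-incubation 1.5 h at 37 °C, staining 20 min on ice / Read-out: percent CD8+ FL2 mean versus row control / Probe or stimulus: QL9-loaded Drosophila micro-vesicles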
# TNAP activation fold = human TNAP enzyme activators, primary screen, biochemical, luminescent, no phosphate acceptor, uHTS (AID 1001) | purified TNAP, luminescent activation assay, no phosphate acceptor; higher activation fold means a stronger effect | activation fold at 20 µM, or EC50 in µM where a hit was titrated | 200,000 compounds, 0.03% hits; in the data active = activation fold from about 3, or a potency from the dose series; inactive = the rest, 99 in 100 with activation fold below about 1.6; note: many of its hits are not listed in these tables
# bCat nuc transl = modulators of beta-catenin nuclear translocation; HeLa beta-catenin nuclear translocation, immunofluorescence imaging; nuclear translocation activity, % at 5 µM; 190,000 compounds, 0.3% hits; AID 1665;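 active = nuclear translocation activity above 50% at 5 µM, with a well cell count of 50 or more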;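 note: per-cell ratio of nuclear to cytoplasmic median beta-catenin stain intensity; plate controls were DMSO negative control for no effect and GSK-3 inhibitor IX positive control for full effect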
#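 Test system: human HeLa cells, endogenous beta-catenin. Times: 24 h compound exposure, 37°C. Measured by: beta-catenin immunofluorescence imaging with DAPI.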
# Dynein transport cytoplasmic EGFP = recorded beside Dynein transport, whose call it bears; z-score; measured here: cytoplasmic GR-EGFP intensity; stronger effect = higher value
# Dynein transport nuclear GR-EGFP = second read-out of Dynein transport, no call of its own (marks repeat the call); z-score; measured here: nuclear GR-EGFP intensity;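 lower value marks the stronger effect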
# Dynein transport cell count = further read-out of Dynein transport, marked with its call; z-score; measured here: cell count per field
# Insulin prom up cell count = also measured in Insulin prom up; calls as there; cell count; measured here: cytotoxicity, nuclei count;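 total cells summed across four imaged fields per well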
# Lipid droplet cells 6.5 µM = second read-out of Lipid droplet, no call of its own (marks repeat the call); cell count; measured here: cell count, cytotoxicity flag;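 cells counted across two imaged fields per well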
# bCat nuc transl cell count 5 µM = recorded beside bCat nuc transl, whose call it bears; cell count; measured here: cell count, cytotoxicity flag
# T cell HTS vesicle-bound % = second read-out of T cell HTS, no call of its own (marks repeat the call); double positive events, %; measured here: CD8+ vesicle-bound cell fraction;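 binding gate set so that unloaded-vesicle control wells show 10% double positive cells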
# MT stabilizer Hoechst-high % = recorded beside MT stabilizer, whose call it bears; % Hoechst-high responders; measured here: nuclear condensation Hoechst responders;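 share of cells brighter than vehicle mean plus two SD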
# MT stabilizer cytotoxicity % = also measured in MT stabilizer; calls as there; toxicity, %; measured here: cytotoxicity by cell density;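 0% = mean cell density of plate MIN control wells and 100% = no cells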
# Myeloid diff 2 GFP+ MAC1+ % = further read-out of Myeloid diff 2, marked with its call; GFP+ MAC1+ double positive, %; measured here: differentiation confirmed by MAC1 staining
# The depositor's hits bear a star; i = inactive; / = no result given.
SMILES	MT stabilizer	MT stabilizer Hoechst-high %	MT stabilizer cytotoxicity %	Dynein transport	Dynein transport cytoplasmic EGFP	Dynein transport nuclear GR-EGFP	Dynein transport cell count	PMI inhibitors	Lipid droplet	Lipid droplet cells 6.5 µM	Myeloid diff 2	Myeloid diff 2 GFP+ MAC1+ %	Insulin prom up	Insulin prom up cell count	T cell HTS	T cell HTS vesicle-bound %	TNAP activation fold	bCat nuc transl	bCat nuc transl cell count 5 µM
CCOC(=O)c1[nH]c2ccc(OC)cc2c1NC(=O)c1ccc2c(c1)OCO2	3.7	1.1	0.8	2.4	-0.36	0.69	-0.43	5%	/	/	i	0.9	-0.37	1684	i	28	1.1	-0.1	1355
CCC(=O)Nc1ccc(NC(=O)c2ccc3c(c2)OCO3)cc1	2.0	1.0	7.3	0.4	-0.17	0.88	-0.44	-2%	6	771	i	0.7	0.75	935	i	41	1	1.4	1212
Cc1cccc(CSC2=NN3CCCC(=O)N=C3S2)c1	2.2	0.9	7.0	-0.12	0.5	0.73	-0.09	15%	-12	576	i	1.6	0.29	1138	i	20	1	-2.4	557
CCOC(=O)C1=C(O)C(=O)N(CCCn2ccnc2)C1c1ccc(OC)cc1 (stereo not drawn)	1.2	0.9	1.8	0.23	-0.32	0.27	-0.43	1%	7	709	/	/	1.9	1646	i	50	1	-0.2	833
C=CCN=c1scc(-c2ccc(F)cc2)n1/N=C/c1ccccn1	4.2	1.9	5.6	0.38	-0.26	0.041	0.16	14%	0	611	i	1.2	-0.42	1224	i	47	1.1	0.5	1179
COc1ccc(NC(=O)CN(c2ccc([N+](=O)[O-])cc2)S(=O)(=O)c2ccccc2)c(OC)c1	2.1	1.5	8.3	0.22	-0.25	0.42	-0.35	4%	-4	712	i	0.4	-0.59	1399	i	53	1	3.6	1055
CCc1sc(C(=O)Nc2ccc(F)cc2C)cc1C	6.3	2.3	0.3	2.9	-0.23	2	-2.3	6%	-4	637	i	1.2	-0.02	1489	i	50	0.9	-0.6	1076
CN1C(C(=O)NCc2ccc(OC(F)(F)F)cc2)CC2Cn3c(nc4cc5ccccc5cc43)C21 (stereo not drawn)	/	/	/	-0.53	-0.83	-0.22	0.3	/	1	681	i	1.5	-0.59	953	i	4	/	0.0	1366
CCCc1nc(SCC(N)=O)[nH]c(=O)c1CC	4.7	1.3	5.7	-0.29	-0.22	0.6	0.41	13%	/	/	i	0.4	-0.4	1197	i	35	1.1	-1.8	1142
N#C/C(=C(/O)CSc1n[nH]c(N)n1)c1nc2ccccc2[nH]1	/	/	/	-1.5	-0.22	-0.24	0.79	/	-18	674	i	1.0	-0.63	927	i	53	/	-0.3	1381
CC1=C(C(=O)OCc2ccc3c(c2)OCO3)C(c2ccc(O)c([N+](=O)[O-])c2)NC(=O)N1 (stereo not drawn)	2.8	2.2	1.6	0.16	-0.15	0.15	0.081	-2%	-7	647	i	0.1	-0.13	1603	i	62	0.8	-2.1	1082
CCCCNc1c2c(nc3c(-c4ccccc4)c(C)nn13)CCC2	1.2	2.1	9.4	0.018	-0.35	-0.23	0.15	13%	1	754	i	1.1	/	/	i	25	1.1	/	/
O=C(NCc1cccnc1)c1noc2c1CCCC2	4.4	3.0	5.8	2.3	-0.07	1.8	-0.87	5%	3	777	i	0.9	1.5	1184	i	29	1.1	/	/
Cc1cc(N2CCOCC2)nc(N)n1	4.6	1.7	11	-0.098	-0.25	-0.067	0.65	-8%	-10	705	i	0.2	0.47	1309	i	28	0.9	-1.3	1141
COC(=O)c1ccccc1OCCOCCOc1cccc2cccnc12	2.4	3.1	5.1	0.2	-0.18	0.11	0.053	0%	-5	666	i	0.8	-0.01	1070	i	44	1.2	2.3	444
CCC(C)(C)NC(=O)c1cc([N+](=O)[O-])ccc1N1CCOCC1	3.8	1.1	0.3	0.66	-0.25	0.51	-0.33	9%	-16	641	i	1.5	-0.06	1542	i	47	1.2	1.7	1171
COCCCNC(=O)Cn1nnc(-c2ccc(NC(=O)c3ccc(F)cc3)cc2)n1	6.7	1.7	4.6	-0.9	-0.19	0.085	0.43	7%	-6	798	i	20	0.7	994	i	44	1	-0.8	1092
Cc1nc2cc(S(=O)(=O)C(F)(F)F)ccc2s1	6.0	2.6	8.0	-0.63	-0.18	-0.15	-0.34	-3%	/	/	i	0.6	0.22	980	i	17	1.1	0.9	1210
Cc1nc(NC(=O)c2ccc(Br)s2)sc1C(=O)N(C)C	3.7	1.6	6.5	0.38	-0.25	0.08	0.091	6%	4	639	i	5.9	0.09	1497	i	49	0.9	-1.8	1017
COc1cc(C(=O)NNC(=O)c2ccc(S(=O)(=O)N3CCCCC3)cc2)cc(OC)c1OC	2.9	1.4	5.7	0.45	-0.092	0.4	-0.62	14%	-18	518	i	0.6	-0.29	1292	i	6	1.4	0.4	1038
c1ccc(-c2[nH]ncc2CN2CCN(Cc3ccc4c(c3)OCO4)CC2)cc1	/	/	/	-0.11	-0.18	-0.17	0.69	/	-3	716	i	0.9	-0.08	1428	i	52	/	-2.2	1062
CCn1ncc(C2=NOC(C(=O)Nc3ccc4c(c3)OCO4)C2)c1C (stereo not drawn)	3.3	3.1	7.7	0.86	-0.19	1	0.3	-2%	-3	699	i	7.7	0.53	1130	i	50	1	1.0	1104
CCOC(=O)N1CCC2(CC1)C(C#N)=C(N)Oc1c2sc2nc(C)cc(C)c12	2.0	2.5	2.8	-0.21	-0.25	-0.04	-0.39	10%	0	716	i	1.2	-0.87	1290	i	31	1	0.2	1022
Cc1cc([N+](=O)[O-])cc2c1NCC1CC=CC21 (stereo not drawn)	3.7	2.1	3.6	-0.49	-0.15	-0.36	2.6	11%	-1	607	i	0.4	-0.45	1207	i	53	0.8	/	/
Cc1nnsc1C(=O)Nc1ccccc1	2.6	1.9	9.8	-0.3	-0.27	-0.2	1.2	-4%	4	568	i	0.6	1.1	1236	i	47	1.1	1.5	534

SMILES	MT stabilizer	MT stabilizer Hoechst-high %	MT stabilizer cytotoxicity %	Dynein transport	Dynein transport cytoplasmic EGFP	Dynein transport nuclear GR-EGFP	Dynein transport cell count	PMI inhibitors	Lipid droplet	Lipid droplet cells 6.5 µM	Myeloid diff 2	Myeloid diff 2 GFP+ MAC1+ %	Insulin prom up	Insulin prom up cell count	T cell HTS	T cell HTS vesicle-bound %	TNAP activation fold	bCat nuc transl	bCat nuc transl cell count 5 µM
COc1cc(NC(=O)Cc2c(C(=O)O)n(C)c3ccccc23)cc(OC)c1OC	1.8	1.4	4.7	1.4	-0.3	1.1	-0.44	-14%	3	697	i	0.2	-0.16	1340	i	53	1.1	0.0	1100
CS(=O)(=O)N1CCN(C(=O)Nc2ccccc2)CC1	3.3	2.6	3.4	0.53	-0.28	0.041	0.26	-5%	11	726	i	0.5	0.98	1537	i	32	1.1	-2.5	984
CCOc1ccc(CNc2ccc(N3CCOCC3)c(C(=O)O)c2)cc1	2.3	1.4	7.9	0.0064	-0.2	-0.11	1.2	16%	-17	676	i	1.0	0.56	1804	i	36	1.1	-1.6	1062
Cn1cccc1/C=C1\CCC/C(=C\c2cccn2C)C1=O	2.1	1.7	6.3	-0.33	0.34	0.22	-1.6	8%	-6	735	i	0.6	/	/	i	10	0.8	-5.1	1023
CCCc1nnc2n1N=C(c1ccc([N+](=O)[O-])cc1)CS2	/	/	/	-0.43	-0.12	0.15	0.55	/	-2	733	i	0.5	0.3	1113	i	54	/	-0.6	1442
Brc1ccc(/C=N/N2CCN(C3c4ccccc4-c4ccccc43)CC2)s1	5.4	2.4	3.1	-0.32	-0.22	-0.47	0.24	10%	17	635	i	0.7	0.22	1801	i	37	1.1	-0.8	1140
c1ccc(C2Nc3ccccc3-c3nc4ccccc4n32)nc1 (stereo not drawn)	3.6	2.7	14	2	-0.13	0.75	-0.39	6%	-3	743	i	1.0	/	/	i	38	1	-3.4	1181
CCC(C)NC(=O)c1cc(CC(C)C)on1 (stereo not drawn)	11	1.3	6.7	-0.7	-0.31	-0.36	0.62	-5%	10	632	i	1.7	-0.28	1298	i	33	1	-1.7	1047
CCCCCC1=NN2C(=O)CC(=O)N=C2S1	/	/	/	0.3	-0.72	0.053	-1.2	/	13	699	i	0.9	0.06	834	i	18	/	0.8	1364
CCC(CC)N1CCN(CCc2ccccc2)C(CCO)C1 (stereo not drawn)	1.7	1.5	1.0	-0.35	-0.2	-0.27	0.45	-6%	15	646	i	0.0	/	/	i	61	1.1	-0.4	1615

# 3 compounds already listed, sorted by the value under PMI inhibitors, descending.
SMILES | MT stabilizer Hoechst-high % | Dynein transport | Dynein transport cytoplasmic EGFP | Dynein transport nuclear GR-EGFP | Dynein transport cell count | PMI inhibitors | Myeloid diff 2 GFP+ MAC1+ % | T cell HTS | T cell HTS vesicle-bound % | TNAP activation fold
Brc1ccc(/C=N/N2CCN(C3c4ccccc4-c4ccccc43)CC2)s1 | 2.4 | -0.32 | -0.22 | -0.47 | 0.24 | 10% | 0.7 | i | 37 | 1.1
CS(=O)(=O)N1CCN(C(=O)Nc2ccccc2)CC1 | 2.6 | 0.53 | -0.28 | 0.041 | 0.26 | -5% | 0.5 | i | 32 | 1.1
COc1cc(NC(=O)Cc2c(C(=O)O)n(C)c3ccccc23)cc(OC)c1OC | 1.4 | 1.4 | -0.3 | 1.1 | -0.44 | -14% | 0.2 | i | 53 | 1.1

# Source: PubChem
